Bioassay records (PubChem)
ASM inhibitor: Inhibitors of Secretory Acid Sphingomyelinase (S-ASM): qHTS | Sphingomyelin phosphodiesterase (Homo sapiens), P17405 | actives 0.006% (n = 340,000) | placental ASM, HMU-PC fluorogenic substrate, 60 min | Potency, µM (doses to about 57.5 µM), without a hit: at the highest dose activity change, negative = inhibition, actives largely listed as inhibitors; note: potency is the fitted concentration of half-maximal effect
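Fluorogenic HMU-PC substrate (9 uM final) is turned over by placental ASM in 60 min at 37 C after a 10 min compound preincubation. Reaction ended by alkaline stop (pH 10), with fluorescence read at 386/447 nm.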
B2AR arrestin: qHTS assay of beta-arrestin-biased ligands of beta2-adrenergic receptor. Beta-2 adrenergic receptor (Homo sapiens), P07550. beta-arrestin recruitment to beta2AR, cell-based reporter. Potency, µM (top dose mostly 46.1 µM), inactives show at the top dose activation, most hits filed as activators. actives 0.02% (n = 330,000);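 note: potency is the fitted concentration of half-maximal effect; 0% = DMSO controls and full agonism = EC100 isoproterenol or metaproterenol; nearly all actives have a fitted effect of over 65% in size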
Target sequence (P07550 whole entry, looked up): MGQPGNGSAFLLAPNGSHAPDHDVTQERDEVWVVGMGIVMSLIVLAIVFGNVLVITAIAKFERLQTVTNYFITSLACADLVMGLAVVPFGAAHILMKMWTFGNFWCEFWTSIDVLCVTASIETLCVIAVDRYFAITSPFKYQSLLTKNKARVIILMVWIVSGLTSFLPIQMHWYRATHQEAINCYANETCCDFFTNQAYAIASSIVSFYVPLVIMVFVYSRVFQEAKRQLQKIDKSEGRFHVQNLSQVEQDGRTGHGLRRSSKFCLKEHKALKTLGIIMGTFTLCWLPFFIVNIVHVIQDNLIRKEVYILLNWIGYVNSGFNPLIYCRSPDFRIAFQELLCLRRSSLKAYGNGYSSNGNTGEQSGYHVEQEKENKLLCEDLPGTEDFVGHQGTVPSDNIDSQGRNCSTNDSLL
PTAP TSG101 blk: qHTS Assay for Iinhibitors of HIV-1 Budding by Blocking the Interaction of PTAP/TSG101; 340,000 tested, under 10 active; Tumor susceptibility gene 101 protein (Homo sapiens), Q99816; Fluorescence polarization, FITC-PTAP peptide / Tsg101 binding; AID 493005, 2010; Potency, µM (doses to about 115 µM), for inactives: top-dose activity change, negative = inhibition, most hits filed as inhibitors; active = well fitted inhibition curve with a large enough effect in the main read-out, with a control signal flat, not every such curve was filed as active; inconclusive = small, poorly fitted or top-dose-only effect, or effect the other way, or a change in a side signal; inactive = no such curve, though single readings can be large or run the other way; note: potency is the fitted concentration of half-maximal effect; % of control where 0% means no effect
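Steps: Tsg101 binding domain dispensed (10 uM final), compounds pinned in DMSO, FITC-labeled PTAP-motif peptide added (50 nM final); after 20 min binding at room temperature, polarization measured.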
a7 integrin act: qHTS for Activators of Integrin-Mediated Alleviation for Muscular Dystrophy; Potency, µM (highest dose often 38.3 µM), for inactives: top-dose activation, most hits filed as activators; AID 624291, 2012; actives 0.064% (n = 350,000); alpha7betagal myoblasts, beta-gal FDG fluorescence, 48 h;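 note: potency is the fitted concentration of half-maximal effect; 100% = response of the positive control SU9516; nearly all actives have a fitted effect of over 60% in size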
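Alpha7betagal+/- myoblasts (passage 13) were plated 16-24 hr, then exposed to compounds (1:260 dilution of DMSO stock) for 48 hours at 37C. After MPER lysis, β-galactosidase reporter activity was read as FDG fluorescence (ex 480/em 540) after 30 minutes.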
p53 reactivator: qHTS assay for re-activators of p53 using a Luc reporter | H1299 p53-A138V BP100-luciferase reporter, luminescence, 24 h | Potency, µM (series often up to 92.2 µM), without a hit: at the top dose activity change, positive = activation, most hits filed as activators | actives 0.063% (n = 320,000); note: potency is the fitted concentration of half-maximal effect; % of control where 0% means no effect; nearly all actives have a fitted effect of over 45% in size
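p53-null H1299 cells stably carrying temperature-sensitive p53-A138V and a BP100-luciferase reporter were pinned with compounds (4-point, 1:5 series) and held 24 hrs at 37 deg C. Luminescence was read 10 min after detection reagent.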
uPA generation: qHTS for Inhibitors of Cell Surface uPA Generation. cell surface uPA generation assay, qHTS. Potency, µM (doses to about 38.3 µM), inactives show at the highest dose activity change, negative = inhibition, usual class: inhibitors. actives 0.31% (n = 330,000); active = well fitted inhibition curve with a large enough effect; inconclusive = small, poorly fitted or top-dose-only effect; inactive = no such curve, though single readings can be large or run the other way; tested in mouse RAW 264.7 cells; note: potency is the fitted concentration of half-maximal effect; % is set by controls: 0 for no effect and ±100 for the full control effect; nearly all actives have a fitted effect of over 55% in size
USP2a inh: qHTS Assay for Inhibitors of Ubiquitin-specific Protease USP2a Using CHOP2 as the Reporter | Ubiquitin carboxyl-terminal hydrolase 2 (Homo sapiens), O75604 | USP2 core, Ub-CHOP2 coupled fluorogenic reporter, 485/531 | Potency, µM (titrated, usually from 38.3 µM), for the others: at the highest dose activity change, negative = inhibition, hits mostly inhibitors | actives 0.01% (n = 330,000) | AID 463254, 2010;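 note: potency is the fitted concentration of half-maximal effect; plate controls were DMSO wells for no effect and full inhibition by NEM control for full effect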
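Deubiquitinase activity read as fluorescence (485/531 nm) after Ub-CHOP2 cleavage activates the enterokinase reporter on its substrate; USP2 core 10nM, Ub-CHOP2 and substrate 25nM each, 30min compound preincubation then 60min RT; data normalized to NEM, curves fitted.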
ELG1 genotox: qHTS screen for small molecules that induce genotoxicity in human embryonic kidney (HEK293T) cells expressing luciferase-tagged ELG1 | Potency, µM (top dose mostly 46 µM), without a hit: at the highest dose activity change, positive = activation, most hits filed as activators | AID 504466, 2011 | actives 1.3% (n = 330,000) | HEK293T ELG1-luciferase reporter, luminescence, 16 h; note: potency is the fitted concentration of half-maximal effect; % of control where 0% means no effect; nearly all actives have a fitted effect of over 60% in size
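HEK293T cells expressing luciferase-tagged ELG1 were exposed to compound or DMSO vehicle for 16 hr at 37 °C and 5% CO2. Luciferase activity was then measured with ONE-Glo after 30 min at room temperature.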
BRCA1 expr act: qHTS Assay to Identify Small Molecule Activators of BRCA1 Expression | MCF7-BRCA1-FFLuc reporter, luminescence, 48 h; response scale: scaled: vehicle 0%, 10 µM genistein 100% | Potency, µM (series often up to 46.1 µM), inactives show at the highest dose activation, most hits filed as activators | actives 1.1% (n = 380,000) | AID 624202, 2012; note: potency is the fitted concentration of half-maximal effect; nearly all actives have a fitted effect of over 80% in size; some results filed as inactive show a strong effect at the top dose
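MCF7 cells carrying a BRCA1-firefly luciferase reporter (2000 cells/well, phenol-red free MEM) were attached for 2 h at 37 °C, then given compounds for 48 h. Luminescence was read 15 min after luciferase reagent; activity normalized to genistein (10 microM) and DMSO.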
TRPV1 ag: HTS Assay for Compounds that Act as Agonists of the Vanilloid Receptor 1 | Transient receptor potential cation channel subfamily V member 1 (Homo sapiens), Q8NER1 | TRPV1-expressing cells, Fluo-8 calcium influx, agonist mode | activation, % at 8.33 µM | actives 0.19% (n = 320,000); in the data active = activation above about 80%; inconclusive = between about 30% and that limit; note: 0% is about no effect
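Fluo-8 calcium influx in TRPV1-expressing cells, kinetic read (ex 480/em 520 nm). Compound added and read 3 min for agonist activity, followed by capsaicin at EC20 final and 2 min further read for enhancement.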
Eya2 inh: qHTS Assay for Inhibitors of the Phosphatase Activity of Eya2; Protein phosphatase EYA2 (Homo sapiens), O00167; recombinant Eya2, OMFP fluorescence dephosphorylation (OMFP is methylfluorescein phosphate); Potency, µM (top dose mostly 76.9 µM), for the others: at the top dose activity, negative = inhibition, actives largely listed as inhibitors; actives 0.006% (n = 330,000); note: potency is the fitted concentration of half-maximal effect; % is set by controls: 0 for no effect and ±100 for the full control effect
Target sequence (O00167 whole entry, looked up): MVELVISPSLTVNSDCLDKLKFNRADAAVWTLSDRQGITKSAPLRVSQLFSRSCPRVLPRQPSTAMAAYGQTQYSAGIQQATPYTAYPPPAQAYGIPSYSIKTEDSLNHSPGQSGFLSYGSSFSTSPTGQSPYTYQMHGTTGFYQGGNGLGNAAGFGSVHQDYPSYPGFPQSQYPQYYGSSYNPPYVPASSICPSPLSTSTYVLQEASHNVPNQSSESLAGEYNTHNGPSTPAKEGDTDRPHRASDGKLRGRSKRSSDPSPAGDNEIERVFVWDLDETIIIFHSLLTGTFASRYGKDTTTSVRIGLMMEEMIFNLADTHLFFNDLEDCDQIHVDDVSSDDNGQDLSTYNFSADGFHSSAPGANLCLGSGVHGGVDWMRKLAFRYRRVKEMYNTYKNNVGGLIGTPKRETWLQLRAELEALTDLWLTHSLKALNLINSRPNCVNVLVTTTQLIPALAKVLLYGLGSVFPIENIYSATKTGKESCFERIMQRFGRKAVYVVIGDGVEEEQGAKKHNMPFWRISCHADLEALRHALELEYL
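Eya2 protein (added as 0.2 uM solution) was preincubated with compound for 10 min at ambient temperature in 50 mM HEPES pH 7.5, 50 mM NaCl, 5 uM MgCl2, 0.05% BSA, 1 mM DTT. OMFP (added at 50 uM) then reacted 10 min; fluorescence read at 485/525 nm.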
* marks the source's active call; other numbers are inactive results; ? = inconclusive; / = no result given; & = joins results of further samples; [ ] = remark or other dose. Unless noted, calls come from the whole dose curve; as a rule, active = well fitted curve in the direction sought with a large enough effect; inconclusive = small, poorly fitted or top-dose-only effect, or another doubt; inactive = no such curve, though single readings can be large; an effect the other way counts as inactive or inconclusive.

SMILES	ASM inhibitor	B2AR arrestin	PTAP TSG101 blk	a7 integrin act	p53 reactivator	uPA generation	USP2a inh	ELG1 genotox	BRCA1 expr act	TRPV1 ag	Eya2 inh
CCCCCCSc1cccc(-c2nc3ccccn3c2NCc2ccccc2)c1	258%[activator]	-0.1%	-7%	-8%	2%	-11%	-1%	0%	4%&15%	/	-13%
COC(=O)C1=CO[C@@H](C)[C@H]2CN3CCc4c([nH]c5ccccc45)[C@@H]3C[C@H]12	3%	0.0%	0%	/	-9%	11%	2%	-31%[inhibitor]	0%	8	-20%
CCOc1ncccc1C(=O)N1CCN(S(=O)(=O)c2cccs2)CC1	6%	-0.3%	-1%	-32%	-3%	19%	3%	-1%	-4%	0	1%
Cc1oncc1C(=O)Nc1cccc(C#N)c1	1%	-0.6%	0%	0%	0%	-1%	0%	19%	-19%	-2	2%
Cc1cccnc1NCC(O)COc1ccccc1 (stereo not given)	-2%	-0.1%	-4%	16%	-11%	2%	2%	3%	-1%	2	-34%
COc1ccc(C2/C(=C(\O)c3ccc4c(c3)OCCO4)C(=O)C(=O)N2CCCN(C)C)c(OC)c1 (stereo not given)	1%	-0.1%	-6%	-25%	3%	0%	3%	3%	24%	-2	-4%[15.4 µM]
CCOc1cc(N2CCOCC2)c(OCC)cc1NC(=O)c1ccc2ccccc2n1	-6%	-0.3%	-4%	13%	1%	5%	8%	-6%	11%	-5	18%
COc1ccccc1C(=O)NNC(=S)NC(=O)c1sc2ccccc2c1Cl	-1%	-0.3%	0%	-6%	18%	-7%	2%	2%	-47%	8	4%
C/[N+]([O-])=C/c1c(OCc2ccccc2)ccc2ccccc12	-1%	0.4%	0%	?	10%	7%	1%	?	91%	-1	-30%
CCCCCCCCCCOC(=O)NC1CCS(=O)(=O)C1 (stereo not given)	-10%	-0.1%	-1%	3%	-3%	5%	-9%	-8%	-24%	16	-14%
O=C(c1ccncc1)N1CCN(C(=O)c2cccs2)CC1	4%	-0.5%	-6%	19%	2%	6%	0%	3%	16%	0	2%
COc1ccc(O)c(C(=O)c2cnn(-c3ccccn3)c2)c1	-1%	-0.2%	0%	15%	1%	-11%	-2%	6%	53%	6	-9%
COC(=O)C1CCN(C(=O)CCCOc2ccccc2)CC1	1%	-0.3%	-3%	1%	?	-2%	-1%	2.6µM*	6%	22	6%
O=[N+]([O-])c1ccc(-n2cnc3ccccc32)c([N+](=O)[O-])c1	-2%	-0.1%	-5%	-33%	7%	-5%	0%	-14%	-22%	2	-10%
Cc1cc(C(=O)NC2CC(C)(C)Cc3c2cnn3-c2ccccc2C)c(C)o1 (stereo not given)	-1%	0.5%	-2%	-4%	5%	2%	0%	-3%	7%	?	3%
Cc1ccc(NC2=Nc3ccccc3CS2)cc1	-1%	0.3%	-8%	-11%	?	-7%	-1%	?	-2%	2	15%
CCn1cc(C(C)NC(=O)Nc2ccccc2C(=O)OC)c(C)n1 (stereo not given)	4%	0.6%	-1%	9%	3%	-5%	3%	0%	0%	2	-2%
Cc1cnccc1CN(C)C(=O)CC1C(=O)NCCN1CC1CCCCC1 (stereo not given)	8%	0.3%	0%	12%	-3%	2%	2%	-5%	-2%	2	2%
CCOC(=O)C1CCN(C(=O)COc2ccc3c(c2)OCO3)CC1	6%	0.3%	-4%	-1%	-6%	1%	0%	3%	-32%	2	1%
CCOC(=O)C1CCCN(C(=O)COc2ccc(N(C)S(=O)(=O)c3ccc(C)cc3)cc2)C1 (stereo not given)	-1%	-1.8%	-10%	16%	0%	19%	0%	-7%	5%	1	-7%

Some of the entries so far, with bars between the fields.
structure | ASM inhibitor | B2AR arrestin | PTAP TSG101 blk | a7 integrin act | p53 reactivator | uPA generation | USP2a inh | ELG1 genotox | BRCA1 expr act | TRPV1 ag | Eya2 inh
O=[N+]([O-])c1ccc(-n2cnc3ccccc32)c([N+](=O)[O-])c1 | -2% | -0.1% | -5% | -33% | 7% | -5% | 0% | -14% | -22% | 2 | -10%
Cc1cc(C(=O)NC2CC(C)(C)Cc3c2cnn3-c2ccccc2C)c(C)o1 (stereo not given) | -1% | 0.5% | -2% | -4% | 5% | 2% | 0% | -3% | 7% | ? | 3%
Cc1ccc(NC2=Nc3ccccc3CS2)cc1 | -1% | 0.3% | -8% | -11% | ? | -7% | -1% | ? | -2% | 2 | 15%
CCn1cc(C(C)NC(=O)Nc2ccccc2C(=O)OC)c(C)n1 (stereo not given) | 4% | 0.6% | -1% | 9% | 3% | -5% | 3% | 0% | 0% | 2 | -2%
Cc1cnccc1CN(C)C(=O)CC1C(=O)NCCN1CC1CCCCC1 (stereo not given) | 8% | 0.3% | 0% | 12% | -3% | 2% | 2% | -5% | -2% | 2 | 2%
CCOC(=O)C1CCN(C(=O)COc2ccc3c(c2)OCO3)CC1 | 6% | 0.3% | -4% | -1% | -6% | 1% | 0% | 3% | -32% | 2 | 1%
CCOC(=O)C1CCCN(C(=O)COc2ccc(N(C)S(=O)(=O)c3ccc(C)cc3)cc2)C1 (stereo not given) | -1% | -1.8% | -10% | 16% | 0% | 19% | 0% | -7% | 5% | 1 | -7%

Following part
SMILES	ASM inhibitor	B2AR arrestin	PTAP TSG101 blk	a7 integrin act	p53 reactivator	uPA generation	USP2a inh	ELG1 genotox	BRCA1 expr act	TRPV1 ag	Eya2 inh
COc1ccc([C@H]2CC(=O)C=C(c3ccc(SC)cc3)C2)cc1	98%[activator]	-0.6%	0%	26%	?	7%	0%	9%	73%	10	1%
COc1cc(C)ccc1N(CCCN1C(=O)c2cccc3cccc(c23)C1=O)C(=O)c1cccs1	-12%	-0.2%	0%	-12%	-10%	-6%	0%	-4%	-39%	2	-9%
COC(=O)C1=C(C)NC(C)=C(C(=O)OC)C1C(=O)OC1CCCCC1=O (stereo not given)	62%&63%[activator]	-0.2%	2%&-2%	9%&8%	10%	4%&7%	0%	3%	4%&17%	0	-10%
CCCCCC(O)(c1ccc(OCC)cc1)C(CN1CCOCC1)c1ccccc1 (stereo not given)	-11%	-0.4%	-1%	-56%[inhibitor]	-1%	0%	-7%	-10%	-93%[inhibitor]	?	-4%
CCOC(=O)c1c(-c2ccccc2Cl)csc1NC(=O)c1cc(S(=O)(=O)N2CCOCC2)ccc1C	4%	-1.4%	2%	-25%	4%	3%	3%	-1%	-37%	-1	-4%
COC(=O)C(NC(=O)c1ccco1)(Nc1ccc(Br)cn1)C(F)(F)F (stereo not given)	-1%	-0.8%	0%	15%	-6%	9%	5%	-2%	-18%	3	-6%
Cc1cc(=O)[nH]c(N/N=C/c2c(C)nn(-c3ccccc3)c2Cl)n1	-3%	-0.2%	-1%	-7%	-2%	0%	4%	-4%	-2%	2	9%
NC(=O)C1(N2CCCCC2)CCN(C(=O)c2ccc(C#Cc3ccccc3)o2)CC1	-1%	-0.5%	-2%	-18%	-4%	5%	-5%	-6%	-62%	17	-7%
Cc1ccc(S(=O)(=O)N[C@H](C(=O)Oc2ccc3c(C(F)(F)F)cc(=O)oc3c2)c2ccccc2)cc1	/	0.3%	-16%	-5%	12%	3%	8%	-6%	-23%	1	3%
COc1ccc(C)cc1N(CC(=O)N1CCc2ccccc2C1)S(C)(=O)=O	5%	-0.2%	0%	-15%	-3%	-3%	-6%	-1%	-6%	11	1%
COc1ccc(C=NCC2OCCc3ccccc32)cc1OC (stereo not given)	1%	12%	-7%	-14%	-13%	4%	0%	2%	7%	-7	4%
CCCCNC(=O)CC1N=C2c3ccccc3N=C(SCC(=O)Nc3cccc(C)c3)N2C1=O (stereo not given)	9%	-0.3%	-7%	-29%	3%	11%	0%	0%	-14%	3	-1%
